High-throughput results from PubChem BioAssay.
KB-3-1 cytotox – KB-3-1 parental cell cytotoxicity | 400,000 compounds, 1.4% hits | Potency, µM (doses to about 46.1 µM), without a hit: top-dose activity change, negative = cytotoxic, usual class: cytotoxic | KB-3-1 viability, CellTiter-Glo ATP luminescence, 72 h; note: potency is the fitted concentration of half-maximal effect; % is set by controls: 0 for no effect and ±100 for the full control effect; nearly all actives have a fitted effect of over 60% in size
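KB-3-1 cells, DMEM (no phenol red) + 10% FBS; compound by pin transfer, 72 h, 37 °C. Readout: CellTiter-Glo luminescence after 10 min. Data normalized, curve-fitted.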
HT1080 IDH1KD tx – toxicity to HT-1080 IDH1 knockdown cells (counter line) | 360,000 compounds, 2% hits | AID 686971 | HT-1080 IDH1 knockdown viability, ATP luminescence, 48 h | Potency, µM (series often up to 46.1 µM), for the others: top-dose activity, negative = toxicity, hits mostly cytotoxic;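 note: potency is the fitted concentration of half-maximal effect; 0% = DMSO wells and -100% = cell-free medium wells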
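Cytotoxicity counter-line: IDH1KD HT-1080, 48 h, CellTiter-Glo. Curves classed by r2, magnitude and activity.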
MCF10A rereplic – induces DNA re-replication in MCF 10a normal breast cells. MCF 10A DNA re-replication, Hoechst nuclear intensity, 48 h. Potency, µM (highest dose often 46.1 µM), for the others: top-dose activity, positive = re-replication, most hits filed as activators. 350,000 compounds, 2.9% hits. AID 624296; note: potency is the fitted concentration of half-maximal effect; % of control where 0% means no effect; nearly all actives have a fitted effect of over 50% in size
IL1B secr inh – inflammasome signaling inhibition, IL-1 beta readout | THP-1 LPS/ATP IL-1B secretion, AlphaLISA, 16 h; active compounds read low | activity change, % at 57.5 µM | 360,000 compounds, 4.7% hits | AID 743279; in the data active = activity change below about -50%; inconclusive = mostly about -30% to -49%; note: % is set by controls: 0 for no effect and ±100 for the full control effect
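THP-1 cells pretreated 1 hr with compounds (up to 57.5 uM final), then stimulated with LPS (250 ng/mL final) plus ATP (1.25 mM final); secreted IL-1B measured by AlphaLISA after 16 hr, decreased signal indicating inhibition.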
ATXN2 expr inh – ATXN2 expression inhibition | HEK-293 ATXN2-luciferase reporter, luminescence, 24 h | Potency, µM (titrated, usually from 57 µM), inactives show at the highest dose activity change, negative = inhibition, hits mostly inhibitors | 360,000 compounds, 0.72% hits | AID 1745845; note: potency is the fitted concentration of half-maximal effect; % is set by controls: 0 for no effect and ±100 for the full control effect; nearly all actives have a fitted effect of over 55% in size
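qHTS (up to 57 uM final) was run with 24 h compound exposure of reporter cells at 37 °C. Each well was multiplexed: SteadyGlo luminescence measured ATXN2-luciferase expression after a fluorogenic Gly-Phe-AFC viability readout (25 uM final).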
KB-V1 cytotox – kills drug-selected multidrug resistant KB-V1 cells; KB-V1 MDR cells viability, CellTiter-Glo, 72 h; Potency, µM (highest dose often 46.1 µM), without a hit: at the top dose activity change, negative = cytotoxicity, hits mostly cytotoxic; 400,000 compounds, 3.4% hits; note: potency is the fitted concentration of half-maximal effect; % is set by controls: 0 for no effect and ±100 for the full control effect; nearly all actives have a fitted effect of over 60% in size
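Drug-selected KB-V1 cells, grown in DMEM lacking phenol red with 10% FBS, receive compound titrations; after three days at 37 degrees C, surviving cell ATP is quantified by CellTiter-Glo luminescence and responses normalized and curve-fitted.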
HT1080-NT tox – kills 2HG-producing HT-1080-NT fibrosarcoma cells; Potency, µM (top dose mostly 46.1 µM), for the others: at the highest dose activity, negative = less viability, usual class: cytotoxic; AID 686970; HT-1080-NT fibrosarcoma viability, CellTiter-Glo ATP luminescence, 48 h; 360,000 compounds, 1.6% hits;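 note: NT is the 2HG producing partner of a matched IDH1 knockdown line; potency is the fitted concentration of half-maximal effect; 0% = DMSO-treated cells and -100% = media-only wells without cells; nearly all actives have a fitted effect of over 55% in size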
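HT-1080-NT fibrosarcoma cells (2HG-overproducing), 750 cells/well in RPMI with 5% FBS, dosed after 2 h and incubated 48 h at 37C. CellTiter-Glo luminescence normalized to DMSO and no-cell wells; concentration-response curves fitted and classed.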
SW480 rerep – DNA re-replication induction in SW480 cells. SW480 DNA re-replication, Hoechst DNA content imaging, 48 h. Potency, µM (series often up to 46.1 µM), for inactives: at the highest dose re-replication activation, actives largely listed as activators. 340,000 compounds, 1.8% hits; note: potency is the fitted concentration of half-maximal effect; % of control where 0% means no effect; nearly all actives have a fitted effect of over 55% in size
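Hoechst fluorescence of nuclei (405 nm excitation, 500-530 nm emission) measured by plate-scanning imager after 48 hr compound exposure at 37 C; re-replication scored as increased number of nuclei with elevated intensity.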
WRN inhibitor – WRN helicase (human) inhibition | WRN helicase unwinding, fluorescent forked duplex, kinetic | Q14191 | 360,000 compounds, 0.46% hits | Potency, µM (series often up to 114 µM), for the others: at the top dose activity change, negative = inhibition, hits mostly inhibitors; note: potency is the fitted concentration of half-maximal effect; % is set by controls: 0 for no effect and ±100 for the full control effect; nearly all actives have a fitted effect of over 55% in size
Target sequence (Q14191 whole entry, looked up): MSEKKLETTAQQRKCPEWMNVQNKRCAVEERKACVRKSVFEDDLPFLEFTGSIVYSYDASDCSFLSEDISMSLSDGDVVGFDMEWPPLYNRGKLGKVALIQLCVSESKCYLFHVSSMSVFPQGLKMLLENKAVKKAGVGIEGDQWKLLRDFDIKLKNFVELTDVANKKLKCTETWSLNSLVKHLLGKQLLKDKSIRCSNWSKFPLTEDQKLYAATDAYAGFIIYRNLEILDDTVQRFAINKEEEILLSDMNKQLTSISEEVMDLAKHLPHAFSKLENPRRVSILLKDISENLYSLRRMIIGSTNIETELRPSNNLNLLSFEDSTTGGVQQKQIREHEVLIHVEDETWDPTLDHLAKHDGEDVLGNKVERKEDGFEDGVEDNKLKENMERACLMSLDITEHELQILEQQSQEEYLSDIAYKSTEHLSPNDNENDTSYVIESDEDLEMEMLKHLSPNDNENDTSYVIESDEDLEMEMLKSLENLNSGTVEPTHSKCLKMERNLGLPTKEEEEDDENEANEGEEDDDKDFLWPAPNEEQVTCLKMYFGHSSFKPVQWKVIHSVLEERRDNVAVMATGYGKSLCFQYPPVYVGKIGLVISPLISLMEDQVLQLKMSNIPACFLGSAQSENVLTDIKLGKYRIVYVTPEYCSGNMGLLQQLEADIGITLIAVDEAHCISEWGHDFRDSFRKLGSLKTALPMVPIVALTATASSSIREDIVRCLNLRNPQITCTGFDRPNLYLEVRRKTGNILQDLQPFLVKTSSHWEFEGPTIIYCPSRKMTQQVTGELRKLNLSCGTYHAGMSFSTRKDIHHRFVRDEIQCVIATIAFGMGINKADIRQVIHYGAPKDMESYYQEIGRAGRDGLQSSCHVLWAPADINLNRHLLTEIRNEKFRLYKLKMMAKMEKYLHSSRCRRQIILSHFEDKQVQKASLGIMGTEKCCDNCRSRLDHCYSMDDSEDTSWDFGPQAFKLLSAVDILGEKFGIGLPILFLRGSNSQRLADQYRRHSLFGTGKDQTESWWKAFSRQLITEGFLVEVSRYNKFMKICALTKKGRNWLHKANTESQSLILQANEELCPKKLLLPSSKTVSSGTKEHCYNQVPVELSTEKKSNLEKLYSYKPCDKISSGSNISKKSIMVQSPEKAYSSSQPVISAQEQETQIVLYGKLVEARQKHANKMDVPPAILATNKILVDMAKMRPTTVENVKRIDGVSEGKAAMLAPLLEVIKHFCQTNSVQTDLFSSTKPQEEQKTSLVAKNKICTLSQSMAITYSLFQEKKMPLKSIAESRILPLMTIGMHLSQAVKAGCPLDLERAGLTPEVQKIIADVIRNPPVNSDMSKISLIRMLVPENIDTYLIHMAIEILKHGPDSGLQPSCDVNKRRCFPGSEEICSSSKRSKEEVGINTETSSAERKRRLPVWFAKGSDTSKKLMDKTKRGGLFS
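WRN at 20 nM final preincubated with compound 15 min at room temperature; reaction started with 100 nM fluorophore/quencher forked duplex oligonucleotide and 2 mM ATP final. Unwinding followed kinetically by red fluorescence (ex 525, em 598 nm).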
* hit, by the source's call; ? = inconclusive; nt = no result given; & = joins results of further samples; [ ] = remark or other dose. Unless noted, calls come from the whole dose curve; as a rule, active = well fitted curve in the direction sought with a large enough effect; inconclusive = small, poorly fitted or top-dose-only effect, or another doubt; inactive = no such curve, though single readings can be large; an effect the other way counts as inactive or inconclusive.

Values in the order: MCF10A rereplic | KB-V1 cytotox | KB-3-1 cytotox | HT1080 IDH1KD tx | SW480 rerep | WRN inhibitor | HT1080-NT tox | IL1B secr inh | ATXN2 expr inh
CC(C)(C)c1cc2cccnc2n1Cc1ccccc1
  23% | -14% | -30% | -12% | 2% | 0% | -18% | -22 | -20%
CCCCN(Cc1cc2ccccc2[nH]c1=O)S(=O)(=O)c1ccc(C)cc1
  -1% | -25% | ? | -12% | 6% | -3% | -9% | -12 | -18%
CCOC(=O)NC(NCc1ccccc1)(C(F)(F)F)C(F)(F)F
  2% | 10% | ? | 1% | 9% | -15%[57.1 µM] | -9% | 13 | 7%
CCOc1ccc(-c2nnc(NC(=O)Cc3cc(OC)c(OC)c(OC)c3)o2)cc1
  4% | 16% | ? | -2% | -32%[inhibitor] | -6%[57.1 µM] | -9% | 0 | 9%
CC(C)(C)c1ccc(C(CC(=O)O)NC(=O)c2ccccc2F)cc1 (configuration not stated)
  -3% | -20% | -2% | 3% | -20% | 9% | -4% | 17 | 27%
C[C@@H]1C(c2ccc(F)cc2)=NN(c2ccccc2)[C@H]1C(=O)N1CCOC1=O
  ? | 5% | ? | -27% | 3% | -8% | -18% | -15 | 10%
Cc1ccc(C2=NNC(=O)C(c3c[nH]c4ccccc34)C2)cc1 (configuration not stated)
  -3% | 17% | -1% | -2% | -3% | -1% | -7% | -16 | nt
Cc1onc(-c2ccccc2)c1C(=O)Nc1ccc(NC(=O)c2c(-c3ccccc3)noc2C)cc1
  -2% | 19% | 0% | 4% | 0% | 0% | 1% | 4 | nt
O=C(COc1ccc(-n2cnnn2)cc1)NCCc1ccc(F)cc1
  -3% | 3% | 1% | -4% | 0% | -3% | -4% | 12 | -4%
CN(C)c1ccc(S(=O)(=O)N2CCCCC2)cc1NC(=O)COc1ccccc1F
  19% | -20% | 3% | 0% | -1% | 4% | 7% | -1 | nt
Cc1nnsc1C(=O)Nc1ccccc1Cl
  -17% | 3% | -1% | 0% | -2% | 5% | 3% | 2 | -11%
CCc1ccc2c(c1)c(N=NC1=NC(=O)CS1)c(O)n2CC
  11% | -8% | -1% | 6% | -2%[9.22 µM] | -4% | -26% | -6 | -6%
NC(=O)c1nsc(C(=O)N(c2ccccc2)C(C(=O)NC2CCCC2)c2cccs2)c1N (configuration not stated)
  ? | -17% | 7% | -1% | ? | 8% | -16% | -1 | -31%
CCc1noc(C)c1C(=O)Nc1ccc(S(=O)(=O)N2CCC(C)CC2)cc1
  7% | 0% | -2% | 5% | -4% | 3% | 6% | ? | -11%
C=CCOc1ccc(C(=O)/C=C2/C(=O)Nc3ccccc32)cc1
  ? | -4% | -5% | ? | ? | -12% | ? | -92* | -2%
CC(=O)N(C)c1ccc(NC(=O)COc2ccc(Br)cc2C)cc1
  -3% | -4% | -11% | -15% | -4% | -10% | -9% | ? | -1%
CCC(CO)Oc1cc(NC(=O)c2ccccc2[N+](=O)[O-])c2ncn(C(C)C)c2c1 (configuration not stated)
  21% | -1% | 4% | 8% | 2% | -2% | 5% | -1 | -2%
CCOc1ccc(-n2c(SCC(=O)Nc3cc(C)on3)nnc2-c2c[nH]c3ccccc23)cc1
  -13% | 16% | 10% | 1% | ? | -6% | -8% | 25 | 5%
O=C(COC(=O)/C=C/c1cccc(F)c1)Nc1ccccc1-c1ccccc1
  -1% | 22% | 1% | 8% | -6% | 2% | -8% | -10 | 12%
CCOC(=O)C1=C(C)NC(=O)NC1c1ccc(-c2ccc(F)cc2)o1 (configuration not stated)
  1% | ? | -7% | -15% | -1% | 4% | -2% | -15 | -25%
C=CCn1c(SCC(=O)NCCC2=CCCCC2)nc2ccc(Cl)cc2c1=O
  26% | 0% | -2% | 2% | ? | -10% | -2% | 2 | 7%
COc1ccc(-c2nc(CN3CCC(C(=O)NC4CCCc5ccccc54)CC3)c(C)o2)cc1OC (configuration not stated)
  -3% | 12% | -13% | 9% | -1% | 6% | 18% | 36 | nt
COc1ccc(/C(C)=N/NC(=O)Cc2c(C)nc(C)[nH]c2=O)cc1
  3% | ? | 0% | -1% | 7% | 7% | -9% | 2 | -3%
Cc1cccc(-c2n[nH]nc2C2=CC(=O)CC(C)(C)C2)c1
  nt | ? | ? | -2% | nt | -4% | 2% | -8 | -11%
COc1ccc(NC(=O)c2cc(-c3cc(F)ccc3OCC3CCCO3)n[nH]2)cc1OC (configuration not stated)
  nt | -22% | ? | ? | nt | -12% | -27% | -81* | ?
Cc1c(C(=O)Nc2cc(F)cc(F)c2)cnn1-c1ccccc1
  -7% | -27% | -8% | 0% | 2% | -8% | 0% | -18 | nt
COC(=O)c1c(NC(=O)CSc2nnc(-c3ccco3)n2Cc2ccccc2)sc(C)c1C
  13% | ? | -14% | ? | 12% | -10% | -23% | -25 | -7%
C=CC[C@@H](CC(=O)N[C@H](CO)Cc1ccccc1)C(=O)N[C@@H](COC(=O)[C@@H](CC=C)CC(=O)OC(C)(C)C)Cc1c[nH]c2ccccc12
  1% | -15% | 0% | -9% | -4% | -3% | -5% | -27 | -5%
NC(Cc1ccc(O)c([N+](=O)[O-])c1)C(=O)O (configuration not stated)
  ? | 5% | 2% | 30% | -4% | -3% | 12% | 0 | 3%
O=C(/C=C/c1ccco1)NC(=S)Nc1ccccc1N1CCCC1
  30% | -2% | -4% | -28% | 18% | -9% | -20% | 35 | -3%
COCCn1c(NCc2ccc(C)cc2)nc2c1c(=O)[nH]c(=O)n2C
  11% | -2% | 20% | -8% | -5% | -10% | -4% | 4 | 9%
Cc1ccc2[nH]c3c(c2c1)CN(C(=O)CN1CCN(c2ccccn2)CC1)CC3
  18% | ? | 26% | -2% | 2% | 2% | 4% | 14 | -3%
CCOC(=O)c1c(NC(=O)C2C3C=CC(C3)C2C(=O)O)sc2c1CCC(C)C2 (configuration not stated)
  ? | 0% | 1% | -18% | -35%[inhibitor] | -22% | -10% | -9 | -24%
CC1Sc2ccc(S(=O)(=O)N3CCC(C(=O)NCc4ccccc4)CC3)cc2NC1=O (configuration not stated)
  6% | 4% | -5% | 0% | 4% | 3% | -15% | -3 | -3%
CCN(C(=O)CCS(=O)(=O)c1cccc2nsnc12)c1cccc(C)c1
  -3% | ? | 9%&-17% | 5% | -17% | -4% | 8% | -6 | 7%&-3%
O=C(c1cc(N2C(=O)C3C4CCC(C4)C3C2=O)ccc1Cl)N1CCN(c2ccc(F)cc2)CC1 (configuration not stated)
  ? | 2.6µM* | ? | -4% | -2% | -3% | -2% | 0 | -19%
CN(C)CCOCCOc1ccc(Cl)cc1Br
  19% | 11% | 7% | ? | -26% | 0% | ? | -15 | -8%[11.3 µM]
CCOC(=O)c1nn(-c2ccccc2)c2nnc(Cc3ccc(C)cc3)c(=O)n12
  -11% | 8% | 6% | 5% | -3% | -2% | 13% | 28 | 2%
Cc1ccc(CNC(=O)CS(=O)(=O)Cc2nc(-c3ccccc3F)oc2C)cc1
  6% | 0% | 0% | 0% | -9% | 0% | 0% | 9 | -11%
O=C(Cc1ccccc1)Nn1c(-c2ccccc2)nc2ccccc2c1=O
  25% | 18µM* | 21% | 15% | 2% | -13% | 0% | 12 | 11%
CCOC(=O)Cc1csc(NC(=O)CSc2nnnn2-c2ccc(C)cc2C)n1
  -21% | 1% | 8% | 7% | -6% | 9% | 3% | 18 | -6%
CCCOC(=O)Nc1nnc(CCC)s1
  7% | -16% | 2% | 12% | -15% | 2% | 14% | 0 | 29%
COc1ccc(NC(=O)c2ccccc2NC(=O)c2ccccc2)cc1
  7% | -1% | -2% | 1% | -7% | 9% | 2% | -2 | nt
O=C(CCN1C(=O)c2cccc3cccc(c23)C1=O)NCc1cccnc1
  -7% | 9% | ? | 18% | -2% | 4% | 28% | 0 | nt
Clc1ccc(-n2nnnc2CN2CCCCC2)cc1Cl
  ? | 13µM* | 3% | 1% | -16% | -2% | 5% | 10 | 1%
COc1ccccc1CN1CCNC(=O)C1CC(=O)NCc1csc(C)n1 (configuration not stated)
  -4% | -1% | 6% | 7% | 3% | 2% | 16% | 47 | nt
O=C(Nc1ccn(CCOC(=O)c2ccccc2)c(=O)n1)c1ccccc1
  nt | 2% | 5% | 6% | nt | -3%[57.1 µM] | 2% | 27 | 9%
CN(C(=O)COC(=O)/C=C/c1ccc(C(F)(F)F)cc1)C1CCS(=O)(=O)C1 (configuration not stated)
  -14% | 5% | -3% | -6% | -20% | -1% | -8% | -30 | -9%
CC1CCC2(CC1)NC(=O)N(CC(=O)N1CCN(S(=O)(=O)c3ccccc3)CC1)C2=O (configuration not stated)
  1% | 25% | 0% | 5% | -2% | 3% | 7% | 5 | -6%
Nc1nc(Nc2cccc(Cl)c2)n[nH]1
  ? | 0% | 0% | 14% | 1% | 6% | 3% | -5 | 22%
O=C(CN1CCN(c2ccccc2O)CC1)Nc1ccc2c(c1)OCCCO2
  2% | 8% | 25% | 15% | -7% | -7% | 2%[9.24 µM] | -50* | 2%
Cc1ccccc1C(=O)N1CCN(c2ccc(NC(=O)c3cccnc3Cl)cc2)CC1
  2% | ? | -5% | -5% | 0% | -2% | -4% | ? | -27%
Cc1ccc(C)c(NC(=O)C(OC(=O)c2cnc(C)cn2)c2ccccc2)c1 (configuration not stated)
  11% | -5% | 3% | 13% | 0% | 5% | 0% | 16 | 2%
CN(C)CC1CCCCC1OC(=O)/C=C/c1ccccc1 (configuration not stated)
  11% | 27% | -2% | 14% | -43%[inhibitor] | 5% | 27% | ? | 0%
Cc1oc(-c2cccc(Cl)c2)nc1CSc1nc2c(c(=O)[nH]1)CCC2
  2% | -15% | -2% | 5% | -4% | 5% | 6% | 32 | 1%
